Compound activity (PubChem)
M1 antag: blocks the rat M1 muscarinic receptor response to acetylcholine; CHO-M1 cells, Fluo-4 calcium, ACh EC80 antagonist mode; stronger effect = lower value; B-score at 10 µM; 64,000 compounds, 3.4% hits; AID 628;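 active = calcium fluorescence response, raw or row-and-column corrected B-score, differing from the plate sample mean either way at a set confidence level, mostly lower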
Fluor 339 460: intrinsic fluorescence of library compounds, ex339/em460 – biochemical, MLSMR library, data from DPM-DC assay, artefact control, profiling panel; 65,000 compounds, 5.5% hits; AID 709; compound autofluorescence, ex339/em460 nm, NADH buffer; stronger effect = higher value; 1 = no-compound wells, NADH background; fluorescence fold increase at 10 µM;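 active = at 10 µM, mean starting fluorescence two-fold or more over control wells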;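 also: signal is the first read of a kinetic run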
Hsp90 inh: displaces geldanamycin probe from tumor Hsp90; NCI-N417 lysate Hsp90, Cy3B-geldanamycin FP displacement; inhibition, % at 30 µM; 64,000 compounds, 0.35% hits;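 active = inhibition above 50%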;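 also: 0% = tracer plus lysate wells and 100% = tracer alone without lysate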
M1 agonist: M1 muscarinic receptor agonism. CHO-M1 cells, Fluo-4 calcium fluorescence, agonist mode; stronger effect = higher value. B-score at 10 µM. 64,000 compounds, 3% hits. AID 626;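 active = fluorescence rise, raw or as B-score row- and column-corrected plate score, outside the 99.7% band of its plate's samples, either direction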
NADH coupling: inhibition of NAD/NADH coupling enzymes, library profiling; coupled PK/LDH NADH assays, four targets; IC50, µM (doses to about 10 µM), for inactives: at the top dose inhibition; 65,000 compounds, 0.02% hits; AID 774;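 active = single-dose screening hits from any of four coupled enzyme assays that gave an IC50 when retested across doses; inconclusive = no clear call, values can overlap the other calls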;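 also: the DPM-DC format reads NADH fluorescence rather than 340 nm absorbance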
D1 allo mod: allosterically modulates the human D1 dopamine receptor. P21728. HEK293 D1, CRE-luciferase, dopamine EC30 potentiation; actives deviate in either direction. B-score at 10 µM. 58,000 compounds, 5.9% hits;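 active = luminescence count or its row- and column-corrected plate score outside the 99.7% band of the plate's sample wells, on either side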
HTR1A agonist: agonists of human 5-HT1a serotonin receptor; P08908; CHO 5-HT1a Ga15 NFAT-bla reporter, FRET ratio; 0% basal, 100% maximal reference agonist; activation, % at 10 µM; 65,000 compounds, 0.56% hits;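 active = activation above the screen-wide mean activation plus 3 SD, cut at about 19% in these data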;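 also: 0% = DMSO wells and 100% = 5-CT at EC100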
Ec RNAP inh: blocks E. coli RNA polymerase transcription | P0A8V2 | 62,000 compounds, 0.2% hits | fluorescence transcription assay | inhibition, %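 (tested at 10 µM)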 | AID 559; in the data active = inhibition above about 20%;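 also: 0% = enzyme without compound and 100% = no enzyme blank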
HER2 expr 66K: inhibitors of human Her2 kinase expression. P04626. SKBR-3 HER2 protein level, AlphaScreen, 18-24 h; stronger effect = lower value. HER2 level % of control, % at 10 µM. 65,000 compounds, 0.69% hits;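 active = HER2 level under 5% of the carrier-only control; inconclusive = no clear call, values can overlap the other calls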;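 also: 100% = DMSO carrier and 0% = 500 nM PU-H71 HSP90 inhibitor; lower value means stronger loss of Her2 protein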
Active calls of the source: *; ? = inconclusive; . = no result given; [ ] = dose if it differs, or a comment.

SMILES | M1 antag | Fluor 339 460 | Hsp90 inh | M1 agonist | NADH coupling | D1 allo mod | HTR1A agonist | Ec RNAP inh | HER2 expr 66K
CCC(C)(C)NC(=O)C(c1ccco1)N(C(=O)Cn1nnc2ccccc21)c1ccc2c(c1)OCO2 (centres undefined) | -0.43 | 1 | 1 | 17* | 1% | 3.5 | -0.8 | 6 | 102
CCc1cc2ccc(C)cc2nc1SCC(=O)N1CCN(C(=O)c2ccco2)CC1 | -1.5 | 0.96 | -7 | -0.086 | 4% | 1.8 | -1.3 | 11 | 105
CCCCn1nnnc1NCc1ccc(N2CCCC2)cc1 | -3.7* | 1.1 | -6 | -0.82 | 3% | 0.49 | 0.9 | 8 | .
COCCCNC(=O)CC1Oc2ccccc2NC1=O (centres undefined) | 0.64 | 1 | -3 | -0.09 | 1% | 0.39 | -2.1 | 8 | 87
Cc1nn(-c2ccccc2)c2sc(C(=O)NCCN3CCOCC3)cc12 | 1.2 | 1.8 | -1 | 0.62 | 6% | 0.16 | 0.1 | 2 | 79
COCCN(Cc1cc2ccccc2[nH]c1=O)C(=O)c1ccccc1OC | 0.28 | 1.3 | 0 | -1.5 | 9% | -0.09 | -1.4 | -7 | 107
COc1ccc(-c2nnc(CSc3nc4ccccc4c(=O)n3CC3CCCO3)o2)cc1OC (centres undefined) | 0.36 | 1.2 | -4 | -0.9 | 5% | 11* | -0.7 | -8 | 84
CCOC(=O)c1ccc(CNC(=O)CCC(=O)O)cc1 | . | 1.1 | . | . | 2% | -0.28 | . | -1 | 97
Cc1cccc(Nc2nc(-c3ccccn3)cs2)n1 | 0.14 | 1.3 | 14 | 0.37 | 8% | -3.5 | -1.3 | 10 | -21*
CC(=O)Nc1ccc(S(=O)(=O)NCCc2csc(C)n2)cc1 | 0.1 | 1.1 | -4 | 2.1 | 5% | -1.5 | -1.6 | . | 87
CC1CCN(c2nc3c(c(=O)n(C)c(=O)n3C)n2CCSc2nc3ccccc3o2)CC1 | -0.15 | 1.1 | -2 | 0.61 | 6% | 0.058 | -0.9 | . | 93
COc1ccc(N2C(=O)CC(Sc3nnc(-c4ccccc4)o3)C2=O)cc1 (centres undefined) | -0.38 | 1.1 | -2 | -0.013 | 1% | -0.005 | -3.0 | 1 | -18*
Cc1nn(C)c(C)c1NC(=O)CN1CCC(O)(c2ccc3c(c2)OCO3)CC1 | -0.48 | 1.1 | -1 | -0.6 | 4% | -0.82 | -0.2 | 2 | 113
Cc1cccc2nc(Cn3c(=O)n(CCC(=O)NCc4ccco4)c(=O)c4sccc43)cc(=O)n12 | 0.82 | 1.1 | 0 | 0.83 | 8% | 0.36 | -1.4 | 1 | 89
CC1=C(C(=O)OC2CCCCC2)C(c2cccnc2)n2ncnc2N1 (centres undefined) | -0.65 | 1 | -5 | 0.087 | 12% | -0.28 | -0.5 | -1 | 62
COCCOC(=O)C1=C(C)NC2=C(C(=O)CCC2)C1c1ccc2c(c1)OCO2 (centres undefined) | 0.99 | 1.2 | 0 | 1.1 | 2% | -0.34 | 0.3 | 11 | 111
CCN(CCO)c1ccc(-n2c(N)c(C(=O)OC)c3nc4ccccc4nc32)cc1 | -0.56 | 1.1 | 3 | 1.3 | 6% | -0.44 | 1.1 | 11 | 86
CCOC(=O)c1c(C)[nH]c(C(=O)OCc2c(C)noc2C)c1C | 0.15 | 1.1 | -1 | -0.12 | 5% | 0.82 | -0.9 | -4 | 71
CC(NC(=O)c1ccco1)C(c1cccs1)N1CCN(c2ccccc2F)CC1 (centres undefined) | -0.5 | 1 | 0 | 0.83 | 4% | -1.5 | -3.7 | . | 90
Cn1c(SCC(=O)c2ccc(F)cc2)nnc1-c1cnccn1 | -0.33 | 1.1 | -12 | 0.025 | 7% | 0.076 | -2.0 | -6 | 101
Cc1cc(Cl)c(OCCCn2cncn2)c(Br)c1 | 0.21 | 1.1 | -2 | -0.55 | 4% | -0.038 | -3.1 | 8 | 110
c1ccc(Cc2nn3c(Cn4cnc5ccccc54)nnc3s2)cc1 | 0.29 | 1 | -6 | 0.39 | 5% | 0.68 | -3.2 | 10 | 97
N#Cc1nc(COc2ccc(Br)cc2)oc1NCCN1CCOCC1 | -0.046 | 1 | -4 | -1.8 | 4% | 0.051 | 0.4 | 11 | 67
COC(=O)CSc1nnc(CSc2nc(C)cc(C)n2)n1Cc1ccco1 | 0.0016 | 1.1 | 0 | -0.041 | 3% | 0.09 | -0.8 | 2 | 213
COc1cc(C)ccc1NC(=O)c1ccc(S(=O)(=O)N2CCOCC2)cc1 | 0.94 | 1.1 | -2 | -0.95 | 1% | 0.42 | -3.0 | 8 | 98
Cc1cc(NC(=O)c2cnn3c(C(F)F)cc(C4CC4)nc23)no1 | -0.0096 | 1.1 | 2 | -0.05 | 1% | 1.6 | 1.5 | 8 | 110
CC1CCCCC1NC(=O)CN(C)S(=O)(=O)c1cccc2nsnc12 (centres undefined) | 0.45 | 1.1 | -4 | 0.47 | 7% | . | -1.2 | -6 | 94
NC(=O)c1sc2nc3c(c(-c4ccco4)c2c1N)CCC3 | 0.11 | 1.1 | -7 | -0.31 | 2% | 2.4 | -1.2 | 8 | 56
COc1ccc(-c2nnc(SCC(=O)Nc3cccc(Cl)c3)o2)cc1 | 0.86 | 1.1 | -2 | 1.3 | 8% | . | -0.1 | 8 | 110
c1ccc(N2CCOCC2)c(Nc2nc3ccccc3n3cnnc23)c1 | -0.29 | 1.2 | 1 | 0.27 | 4% | 1.1 | 1.6 | 8 | 68

Only Ec RNAP inh and M1 antag (five entries from above):
SMILES	Ec RNAP inh	M1 antag
Cc1cc(NC(=O)c2cnn3c(C(F)F)cc(C4CC4)nc23)no1	8	-0.0096
CC1CCCCC1NC(=O)CN(C)S(=O)(=O)c1cccc2nsnc12 (centres undefined)	-6	0.45
NC(=O)c1sc2nc3c(c(-c4ccco4)c2c1N)CCC3	8	0.11
COc1ccc(-c2nnc(SCC(=O)Nc3cccc(Cl)c3)o2)cc1	8	0.86
c1ccc(N2CCOCC2)c(Nc2nc3ccccc3n3cnnc23)c1	8	-0.29

(more compounds)
SMILES | M1 antag | Fluor 339 460 | Hsp90 inh | M1 agonist | NADH coupling | D1 allo mod | HTR1A agonist | Ec RNAP inh | HER2 expr 66K
Cc1nnc(NC(=O)c2ccco2)s1 | 0.0099 | 1 | 1 | -0.89 | 2% | 0.067 | 0.4 | 13 | 104
COc1cccc(C(=O)OCCN(C)C(C)(C)C)c1 | -0.94 | 1 | -2 | -0.69 | 5% | . | -2.2 | 8 | 90
Cc1cc(C)n(-c2nc(SCC(=O)N3CCCC3)c3c4c(sc3n2)CCCC4)n1 | -2.8* | 1.3 | 1 | 0.51 | 2% | 1.1 | -0.6 | 4 | 112
COc1ccc(OCC(=O)N(C)Cc2ccccc2)cc1 | 0.05 | 1.1 | -4 | -0.1 | 7% | -0.064 | 1.2 | 6 | 115
CCOc1ccccc1NC(=O)N1CCCC1C(=O)Nc1nnc(CC)s1 (centres undefined) | 0.58 | 0.99 | 0 | 0.094 | 1% | -0.67 | -1.8 | 10 | 82
COc1c(S(=O)(=O)N2CCCC2)ccc(Cl)c1Cl | -0.0054 | 1.1 | 3 | 0.026 | 4% | 5.4* | -2.5 | -1 | 92
O=C(Nc1ccccc1)c1ccc(S(=O)(=O)NCc2ccco2)cc1 | 0.29 | 1.1 | -6 | 0 | 5% | . | -3.1 | . | 94
COc1cccc(-c2nnc(NC(=O)C3CCCCC3)o2)c1 | -0.087 | 1.1 | 0 | -0.4 | 4% | 0.22 | -0.9 | 8 | 106
O=S(=O)(c1ccccc1)N(C1=NCCS1)S(=O)(=O)c1ccccc1 | 0.8 | 1.1 | 0 | 0.17 | 7% | -0.17 | -2.3 | 6 | 129
COc1ccc(OC)c(NC(=O)C2C3C=CC(C3)C2C(=O)NCc2ccccn2)c1 (centres undefined) | 0.13 | 1.1 | 5 | -1.1 | 4% | 0.53 | -5.8 | . | ?
O=C(Nc1ccc2c(c1)OCO2)Oc1ccccc1 | -0.63 | 1 | 13 | 0.26 | 6% | . | -2.5 | 6 | 106
CCC1(C)Cc2c(sc3c2c(=O)n(C)c2nnc(SCCc4ccccc4)n32)CO1 (centres undefined) | -3.1* | 1.1 | -2 | -1 | 5% | 0.21 | 1.2 | 2 | 127
CC1CC(C)CN(c2ncnc3c2cnn3Cc2ccc(Cl)cc2)C1 (centres undefined) | 0.49 | 1.1 | -1 | -1.1 | 6% | 0.52 | 2.7 | 5 | 89
COCCNC(=O)C(c1ccco1)N(C(=O)Cn1nnc2ccccc21)c1ccccc1C (centres undefined) | . | 1.1 | -3 | . | 3% | . | 0.8 | 8 | 109
Cc1ccccc1N(C(=O)CCC(=O)Nc1ccccn1)C(C(=O)NC(C)C)c1ccc(O)cc1 (centres undefined) | -0.014 | 1 | 4 | -0.3 | 7% | 0.22 | 0.0 | 1 | 119
Cc1nn(C)cc1C1C2=C(CC(C)(C)CC2=O)OC2=C1C(=O)CC(C)(C)C2 | -0.73 | 1 | 4 | 0.06 | 1% | -0.011 | 3.5 | 13 | 54
COC(=O)c1ccc(CSc2nc(-c3ccc(OC)cc3)nc3c2c(=O)n(C)c(=O)n3C)o1 | 0.56 | 1.6 | -2 | -0.38 | 4% | -0.38 | -0.9 | 7 | 60
CCOC(=O)c1c(C)n(C)c2ccc(OC(=O)c3ccoc3)cc12 | -0.37 | 0.99 | 1 | -1.2 | 2% | 0.32 | -1.7 | . | 127
COc1ccc(-c2cc(C(F)(F)F)nc(SCC(=O)Nc3cc(C)on3)n2)cc1OC | 1.4 | 3.8* | -1 | -1.8 | 10%[fluoresces] | 24* | -0.8 | 5 | 184
COc1ccc(S(=O)(=O)N(CC(=O)N2CCCC2)Cc2ccccc2)cc1 | 0.048 | 1.1 | 2 | -0.13 | 0% | 0.8 | -0.1 | 5 | 68
COc1ccc(OC)c(C(c2nnnn2CCc2ccccc2)N2CCC(C(N)=O)CC2)c1 (centres undefined) | -0.05 | 1.1 | -2 | 0.42 | 8% | 0.54 | -0.7 | 11 | 103
COc1ccccc1NC(=O)CN1CCC(n2nnc3cc(F)ccc32)CC1 | 0.0082 | 1.1 | -2 | -0.95 | 5% | -2.5 | -0.4 | 11 | 121
CC1CCCN(c2ncnc3c2cnn3-c2ccccc2)C1 (centres undefined) | -0.21 | 0.92 | -2 | -0.15 | 6% | -7.6* | -0.8 | 7 | 45
O=C(CCc1nc2ccccc2[nH]1)NC1CCCCC1 | 0.19 | 1.1 | -2 | -0.06 | 5% | -0.073 | 0.6 | 13 | 112
CC(=O)c1nc2ccccc2n1S(=O)(=O)c1ccc(Cl)cc1 | -0.73 | 1.3 | -5 | -0.2 | 6% | 0.06 | -0.6 | 8 | 109
CCOC(=O)N1CCC(NC(=O)c2cnn3c(C(F)(F)F)cc(-c4cccc(OC)c4)nc23)CC1 | -0.02 | 3.8* | 0 | 1.9 | 8%[fluoresces] | 0.38 | -0.6 | 3 | 40
CC1CCCN(c2ccc(C(=O)NCc3cccs3)cn2)C1 (centres undefined) | 0.27 | 1.1 | -2 | 1.2 | 3% | 0.17 | -1.9 | -1 | 77
O=C(CCN1C(=O)C2CC=CCC2C1=O)N1CCN(c2ccccn2)CC1 (centres undefined) | 0.036 | 1.3 | -1 | -0.41 | 11% | -1.8 | 0.0 | 7 | 102
CCOC(=O)C1CCCN(C(=O)CC(C)c2ccccc2)C1 (centres undefined) | 0.0059 | 1.1 | . | 0.28 | 1% | -0.046 | . | 2 | 101
